Screens: PubChem BioAssay, Broad Institute
ARNT-TACC3 inh – disruptors of ARNT/TACC3 protein interaction, primary screen, biochemical, AlphaScreen, single concentration; AlphaScreen His-ARNT PAS-B/GST-TACC3 binding, luminescence; TACC3 fragment carries E629A point mutation; inhibition, % at 9.99 µM; actives 0.66% (n = 390,000); AID 623870, 2012;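 active = mean inhibition of replicates at least 50% and at least half of replicates each reaching 50%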;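 note: 0% = complete ARNT plus TACC3 wells and 100% = ARNT alone without TACC3; many hits fall short of the cut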
RAD54 branch – inhibitors of human RAD54 branch migration, primary screen, biochemical, fluorescence, single point; DNA repair and recombination protein RAD54-like (Homo sapiens), Q92698; RAD54 Holliday junction branch migration, FAM/BHQ fluorescence; inhibition, % at 10.4 µM; actives 0.14% (n = 360,000);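 active = mean normalized replicate activity at least 40 and at least half of replicates scoring 40 or more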;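 note: 0% = median of neutral control wells and 100% = median of positive control wells; inhibitors cause a drop in the FAM fluorescence signal; in these data hits start at about 50%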
esBAF inh – Bmi1 luciferase reporter increase in mESCs, primary screen, esBAF inhibitor project, mouse ES cells, Bmi1 luciferase knock-in, single point | 24 h; 100% = twice the neutral-well signal | reporter increase, % at 12.5 µM | actives 2% (n = 350,000) | AID 602393, 2012; in the data active = activation above about 40%;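 note: 0% = median of the plate's neutral control wells and 100% = double that signal; a rise in the Bmi1 reporter signal indicates esBAF inhibition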
RAD52 inh – RAD52 DNA annealing inhibitors, primary screen, biochemical, FRET, single point, set 2 | DNA repair protein RAD52 homolog (Homo sapiens), P43351 | recombinant RAD52 DNA annealing, FRET fluorescence | inhibition, % at 18.7 µM | actives 0.46% (n = 360,000) | AID 651710, 2012;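 active = every replicate showing at least 50% inhibition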
CFTR F508del cor – F508del CFTR correction, initial screen, CFBE line, single point. CFBE cells, YFP halide quenching; stimulated with forskolin plus potentiator P3; % fluorescence drop versus neutral controls. activity (quench increase), % at 7.58 µM. actives 0.36% (n = 350,000). AID 720511, 2013;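 active = mean added fluorescence quench of at least 8% versus neutral control, with both replicates also reaching 8%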;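 note: cells transiently co-express mutant CFTR-F508del with the halide-sensitive YFP; corrector assay measuring rescue of mutant channel to the surface after 24 h compound exposure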
INS-1E GSIS act – GLuc luminescence reporter in INS-1E cells, primary screen for activators of glucose-dependent secretion of insulin; actives 0.61% (n = 370,000); INS-1E GLuc reporter insulin secretion, 2-3 h; activation, % at 16.6 µM;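 active = lowest replicate activation of at least 40%, so every replicate reaches that level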;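 note: 0% = median of neutral control wells and 100% = median of IBMX positive control wells; some compounds called inactive have numbers as strong as hits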
ERAP1 inh – human ERAP1 aminopeptidase inhibitors, primary screen, biochemical, single point, plate reader | Endoplasmic reticulum aminopeptidase 1 (Homo sapiens), Q9NZ08 | recombinant ERAP1, Leu-AMC fluorescence, 60 min | inhibition, % at 10.7 µM | actives 0.15% (n = 340,000) | AID 652197, 2013;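 active = mean replicate inhibition of at least 30%, or all replicates individually reaching that 30% level; inactive = mean below 30% and not every replicate reaching it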;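 note: 0% = neutral control wells and 100% = L-leucinethiol positive control wells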
Target sequence (Q9NZ08 whole entry, looked up): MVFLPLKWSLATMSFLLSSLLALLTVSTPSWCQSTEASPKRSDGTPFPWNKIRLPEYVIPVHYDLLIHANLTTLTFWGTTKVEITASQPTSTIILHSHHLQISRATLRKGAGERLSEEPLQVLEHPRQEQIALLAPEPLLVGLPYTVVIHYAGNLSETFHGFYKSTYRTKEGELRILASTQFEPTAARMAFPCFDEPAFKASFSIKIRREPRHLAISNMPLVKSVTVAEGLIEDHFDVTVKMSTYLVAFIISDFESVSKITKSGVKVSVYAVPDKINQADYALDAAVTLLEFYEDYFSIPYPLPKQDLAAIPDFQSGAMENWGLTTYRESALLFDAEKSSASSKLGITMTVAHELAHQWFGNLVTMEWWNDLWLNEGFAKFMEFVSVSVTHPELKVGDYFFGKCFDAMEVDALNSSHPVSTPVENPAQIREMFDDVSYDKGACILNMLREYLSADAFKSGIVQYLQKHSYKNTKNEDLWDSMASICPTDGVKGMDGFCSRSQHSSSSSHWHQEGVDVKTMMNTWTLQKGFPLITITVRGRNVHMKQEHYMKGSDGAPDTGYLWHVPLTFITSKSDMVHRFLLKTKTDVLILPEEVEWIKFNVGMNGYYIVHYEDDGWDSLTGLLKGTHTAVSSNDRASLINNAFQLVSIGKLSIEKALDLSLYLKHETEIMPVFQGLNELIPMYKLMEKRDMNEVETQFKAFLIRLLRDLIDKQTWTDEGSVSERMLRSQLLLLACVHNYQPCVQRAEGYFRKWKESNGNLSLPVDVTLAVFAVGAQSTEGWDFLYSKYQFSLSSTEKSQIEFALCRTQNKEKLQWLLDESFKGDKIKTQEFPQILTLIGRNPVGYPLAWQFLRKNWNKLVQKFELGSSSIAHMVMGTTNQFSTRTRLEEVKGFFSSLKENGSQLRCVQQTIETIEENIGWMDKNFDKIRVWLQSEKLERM
Xi reactivation – activators of inactive X chromosome reactivation, primary screen, imaging, XiGFP fibroblasts, GFP high-content imaging, set 2; XiGFP mouse fibroblasts, % GFP-positive cells imaging, 3 d; cells co-treated with 5-aza-dC sensitizer; scaled so ellipticine positive control = 100%; activation, % at 7.58 µM; actives 0.055% (n = 360,000);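 active = mean normalized replicate activation at least 10% and every replicate at or above 10%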;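 note: 0% = median of on-plate neutral control wells and 100% = ellipticine 6 µM median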
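material = 68-5-11 XiGFP fibroblast line | medium = DMEM plus 5-aza-dC sensitizer | schedule = 3 days compound exposure | benchmarks = positive control ellipticine, 6 µM final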
Starred values were filed as active, the others as inactive; . = no result given; & = joins results of further samples.

SMILES	ARNT-TACC3 inh	RAD54 branch	esBAF inh	RAD52 inh	CFTR F508del cor	INS-1E GSIS act	ERAP1 inh	Xi reactivation
CCc1nc2cc(NC(=O)C3(C)CCCN(C(C)C)C3)ccc2o1 (configuration not stated)	.	-1	-12	5	-6.4	13	-1	0.0
Cc1ccc(-c2[nH]nc3c2C(C)C(C#N)=C(N)O3)cc1 (configuration not stated)	4	10	.	.	.	4	.	0.0
Cc1cc(C)c(OCC(=O)OCC(=O)N(C)C2CCS(=O)(=O)C2)c(C)c1 (configuration not stated)	-6	-6	-5	8	-4.0	41*	-5	0.0
CCOC(=O)Nc1ccc(OCc2nnc3c4ccccc4c(C)nn23)cc1	3	.	.	-5	1.0	18	13	0.2
C[C@@H]1CCCCO[C@@H](CN(C)Cc2ccc(Cl)c(Cl)c2)[C@@H](C)CN([C@H](C)CO)C(=O)c2cc(N(C)C)ccc2O1	16	-2	-1	-5	0.4	-16	3	-0.1
COc1ccc(NC(=O)c2cc(S(=O)(=O)N3CCCC3)c[nH]2)cc1	1	-9	-4	0	-2.1	-13	-3	0.2
Cc1ccc(Nc2n[nH]c(=S)s2)c(C)c1	.	-2	2	-22	0.9	9	3	-0.1
COC(=O)[C@]12C[C@H](CC(=O)NCc3ccc(OC)c(OC)c3)C(=O)N(CCC3=CCCCC3)C1=C[C@H](C(C)(C)C)O[C@@H]2C	.	.	.	-9	-1.5	-10	-2	0.0
COc1ccc2c(c1)c(C(=O)N/N=C/c1cn(C)c3ccccc13)c(C)n2C	-4	.	-4	-11	-0.2	2	1	0.1
COc1cc2c(cc1OC)CN(C(=O)c1ccc(OC)c(S(=O)(=O)N3CCOCC3)c1)CC2	0	-2	16	.	.	8	.	.
CCS(=O)(=O)N1CC2(C1)[C@@H](c1ccccc1)[C@@H](CO)N2Cc1ccc(F)cc1	.	.	.	-17	0.8	-7	-2	0.2
O=C(COC(=O)C1=NNC(=O)CC1)NCCc1ccccc1	-1	-4	2	5	1.0	15	3	0.0
CC(NC(=O)c1cc(COc2ccc(-n3cncn3)cc2)on1)c1ccc(F)cc1 (configuration not stated)	.	-1	59*	-10	1.3	.	-3	0.0
C[C@@H]1CN([C@H](C)CO)C(=O)c2cccc(NC(=O)CCCCCC(=O)Nc3ccccc3N)c2O[C@H]1CN(C)C(=O)Nc1ccccc1	.	.	.	-11	-2.5	1	-3	-1.0
COc1ccc(-c2noc(CN3CCN(c4ccccc4)CC3)n2)cc1	.	-3	-7	-20	0.8	-27	1	0.0
COc1cc(/C=C/C(=O)OCC(=O)Nc2cccc(Oc3ccccc3)c2)ccc1O	.	.	2	-24	-3.4	3	6	0.3
CC1CCCCN1C(=O)CCn1c(=S)oc2ccccc21 (configuration not stated)	-15	.	.	-1	-4.4	18	.	0.0
COCCNC(=S)NNc1cccc(C(=O)O)c1	-16	4	.	-17	-0.9	15	-3	0.0
CCc1ccccc1-n1nnc(-c2ccccc2)n1	-10	16	1	-6	-0.2	8	-4	0.2
CCc1ccc(NC(=O)CSc2nc(=O)n(CCN(C)C)c3c2CCCC3)cc1	.	.	.	2	-0.4	12	-18	0.3
CCOC(=O)Cn1c(=O)oc2cc(S(=O)(=O)N3CCCC(C)C3)ccc21 (configuration not stated)	-3	-8	-2	-15	-3.5	38	0	0.0
COc1ccccc1NC(=O)C(=O)NCC1CCCN1S(=O)(=O)c1cccs1 (configuration not stated)	5	0	18	-32	3.9	-3	2	0.0
CC(NC(=O)Nc1nnc(C(F)(F)F)s1)N1C(=O)C2C3C=CC(C3)C2C1=O (configuration not stated)	-2	2	-5	-9	.	-2	-1	.
Cc1ccc(S(=O)(=O)Nc2cccc3c2O[C@H](CN(C)CC2CCCCC2)[C@@H](C)CN([C@H](C)CO)C3=O)cc1	-8	0	1	-12	0.4	-7	-1	0.0
Cn1nnnc1Sc1ccc([N+](=O)[O-])cc1Cl	-1	.	.	-19	-0.8	18	1	0.0

Quoted at random: two records from the list, in no set order.
SMILES	ARNT-TACC3 inh	RAD54 branch	esBAF inh	RAD52 inh	CFTR F508del cor	INS-1E GSIS act	ERAP1 inh	Xi reactivation
C[C@@H]1CCCCO[C@@H](CN(C)Cc2ccc(Cl)c(Cl)c2)[C@@H](C)CN([C@H](C)CO)C(=O)c2cc(N(C)C)ccc2O1	16	-2	-1	-5	0.4	-16	3	-0.1
COc1ccc2c(c1)c(C(=O)N/N=C/c1cn(C)c3ccccc13)c(C)n2C	-4	.	-4	-11	-0.2	2	1	0.1

Going on with the list.
SMILES	ARNT-TACC3 inh	RAD54 branch	esBAF inh	RAD52 inh	CFTR F508del cor	INS-1E GSIS act	ERAP1 inh	Xi reactivation
CN1CCN(C(=O)/C=C/c2ccc3c(c2)OCO3)CC1	-2	.	.	-7	.	4	2	0.0
Cc1cc(N2CCNC[C@@H]2C)ccc1N1CCN(Cc2ccccc2)[C@@H](C)C1	.	.	.	51*	-1.5	.	9	0.2
CC1(C(=O)O)CCC(C(=O)N2CCCCC2)C1(C)C (configuration not stated)	6	.	.	-12	-2.5	10	8	-0.1
Clc1ccc(Nc2ncnc3c2nnn3Cc2ccccc2)cc1	.	-9	.	-4	-1.6	3	-4	0.0
CCCCn1c(SCC(=O)OCC)nc2c(sc(=S)n2-c2ccccc2OC)c1=O	-3	-4	-1	9	-1.1	-11	-4	0.2
C[C@H]1CN=C(Nc2ccccc2)N1CCCC1CCCC1	-2	9	-5	-17	-0.4	-3	-2	0.0
COc1ccc2c(c1)C(=O)N(c1ccc(C)cc1C)C(=O)C2(C)C	-7	0	-3	-7	2.8	4	0	0.6
CCC(C)Sc1nnc(NC(=O)c2ccco2)s1 (configuration not stated)	-4	9	50*	-18	-0.9	1	1	0.2
Cc1ccc(N(CCC(=O)NC(C)(C)C)S(=O)(=O)c2ccc(C)cc2)cc1	-7	-5	-4	-9	-0.6	-18	-4	0.0
C[C@H](CO)N1C[C@H](C)[C@@H](CN(C)C(=O)CCCN(C)C)OCCCC[C@H](C)Oc2ccc(NS(=O)(=O)c3cn(C)cn3)cc2C1=O	-1	4	3	12	-0.9	0	-2	-0.2
CCCCN1C(N)=NC[C@@H]1CC1CCCCC1	.	24	3	-33	1.9	-5	0	0.0
CC[C@@H](C)C(NC(=O)OC(C)(C)C)c1cn([C@@H](CCCCNC(=O)OC(C)(C)C)C(=O)N2CCN(C(=O)OC(C)(C)C)CC2)nn1 (some centres not stated)	-35	-14	9	12	-1.8	.	0	0.0
C[C@H](CO)N1C[C@H](C)[C@H](CN(C)Cc2cccnc2)OCc2cnnn2CCCC1=O	-8	4	-2	8	-0.8	10	-5	-0.3
COc1ccccc1C#Cc1ccc2c(c1)O[C@@H](CN(C)C(C)=O)[C@H](C)CN([C@@H](C)CO)S2(=O)=O	-6	-1	1	-9	0.3	-10	7	-0.7
COc1ccc(CNC(=O)C2CCN(S(=O)(=O)N3CCC4(CC3)OCCO4)CC2)c(OC)c1	24	-7	.	-53	-0.7	0	2	0.0
CN(Cc1ccccc1F)C(=O)c1sccc1-c1ccccc1	-8	-4	.	-21	-0.1	8	-2	-0.1
CC1(C)Cc2c(cnn2-c2ccccc2)C(NC(=O)c2ccc[n+]([O-])c2)C1 (configuration not stated)	-5	-5	-4	-7	5.1	-5	-4	0.0
CC1(C)CC(NS(=O)(=O)c2ccc(F)cc2)CC(C)(C)N1	-8	1	-2	-11	0.0	3	-2	0.3
COc1cc(/C=N\NC(=O)CNC(=O)C2COc3ccccc3O2)ccc1O (configuration not stated)	-1	-8	.	.	.	3	.	-0.1
CN(C)CC(=O)N1[C@H](C(=O)NC2CCCC2)[C@@H](CO)[C@@H]2Cn3c(ccc(-c4ccc(F)cc4)c3=O)[C@@H]21	-7	4	-2	2	-2.3	6	1	0.2
Cc1ccc(S(=O)(=O)Nc2ccc3c(c2)C(=O)N([C@@H](C)CO)C[C@@H](C)[C@H](CN(C)S(C)(=O)=O)OCCCC[C@@H](C)O3)cc1	-1	4	-2	5	-2.5	12	1	0.3
Cc1noc(C)c1NC(=O)Nc1cccc2c1O[C@H](CN(C)C(=O)Nc1ccc(C(F)(F)F)cc1)[C@@H](C)CN([C@@H](C)CO)C2=O	1	-6	1	1	1.1	-1	1	-1.1
CCCCNC(=S)N=Nc1c(O)[nH]c2ccccc12	.	.	.	0	-3.2	-4	-2	0.0
CCOc1ccc(N(CC(=O)Nc2ccccc2OCC)S(=O)(=O)c2c(C)noc2C)cc1	-3	-2	-36	-10	7.2	-14	5	1.0
CO[C@H]1CN(C)C(=O)c2ccc(NS(=O)(=O)c3ccc(C)cc3)cc2OC[C@H](C)N(Cc2nccs2)C[C@@H]1C	.	.	.	-12	0.8	-14	-2	-0.2

Records above marked active in esBAF inh.
SMILES | ARNT-TACC3 inh | esBAF inh | RAD52 inh | CFTR F508del cor | INS-1E GSIS act | ERAP1 inh
CC(NC(=O)c1cc(COc2ccc(-n3cncn3)cc2)on1)c1ccc(F)cc1 (configuration not stated) | . | 59* | -10 | 1.3 | . | -3
CCC(C)Sc1nnc(NC(=O)c2ccco2)s1 (configuration not stated) | -4 | 50* | -18 | -0.9 | 1 | 1

Continuation:
SMILES	ARNT-TACC3 inh	RAD54 branch	esBAF inh	RAD52 inh	CFTR F508del cor	INS-1E GSIS act	ERAP1 inh	Xi reactivation
CC(=O)c1ccc(NC(=S)NC(=O)CC(C)C)cc1	.	.	.	-24	1.9	13	-1	0.1
COc1ccccc1N1CCN(/N=C/C(Cl)=C/c2ccccc2)CC1	7	1	.	-11	-0.9	-25	-3	0.5
O=C(NC1CCS(=O)(=O)C1)c1ccc(S(=O)(=O)N2CCCC2)cc1 (configuration not stated)	1	5	5	-9	-1.3	10	-1	-0.1
COCC(=O)Nc1ccc2c(c1)C(=O)N(C)[C@H]1CC[C@H](CC(=O)N3CCc4ccccc4C3)O[C@H]1CO2	-1	-2	-2	.	0.9	1	.	3.2
COCC(=O)N1[C@H](C#N)[C@H](c2ccccc2-c2cccc(F)c2)[C@H]1CO	.	.	.	-7	-1.0	-3	4	0.0
Cc1cccc(NC(=O)CSc2cccc[n+]2[O-])c1C	-12	4	-4	-5	-1.4	0	3	0.0
O=C(O)CNC(=O)C(Cc1ccccc1)NC(=O)OCc1ccccc1 (configuration not stated)	-6	.	-1	-13	.	9	9	0.0
C[C@@H]1CN([C@@H](C)CO)C(=O)c2cc(NC(=O)C3CCCCC3)ccc2O[C@@H](C)CCCCO[C@H]1CN(C)C	.	.	-3	.	-1.2	-1	.	-0.1
CN1OC[C@@H]2CN[C@H](c3cccc(Oc4ccccc4)c3)C[C@@H]21	.	5	-7	-51	0.9	0	7	0.0
O=C(Nc1c2c(nn1-c1ccccc1)CS(=O)C2)c1ccc(S(=O)(=O)N2CCOCC2)cc1 (configuration not stated)	7	.	.	-15	2.2	-3	8	0.0
CCNC(=O)n1cc(-n2cncn2)c(-c2ccc(Cl)cc2)n1	.	.	.	-10	.	11	5	0.0
COc1ccc(C)cc1NC(=O)c1cc(-c2ccccc2)nc2c1cnn2C(C)C	-1	-5	-5	-18	-3.9	11	5	0.0
C[C@H](CO)N1C[C@H](C)[C@@H](CN(C)S(=O)(=O)c2ccccc2)OCCCC[C@H](C)Oc2ccc(NC(=O)Nc3ccccc3)cc2C1=O	4	-2	4	-40	-1.2	-2	2	0.0
CNC[C@@H]1OCc2ccccc2-c2c(n(C)c3ccccc23)C(=O)N([C@H](C)CO)C[C@H]1C	.	0	-11	42&15	-2.2&-4.6	-5&8	-5&-1	-0.8
